RAD54 inh: inhibitors of human RAD54 branch migration, primary screen, biochemical, fluorescence, single point. RAD54 Holliday junction branch migration, FAM/BHQ fluorescence. DNA repair and recombination protein RAD54-like (Homo sapiens), Q92698. inhibition, % at 10.4 µM. actives 0.14% (n = 360,000);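 active = mean normalized replicate activity at least 40 and at least half of replicates scoring 40 or more; inconclusive = only one of the two criteria met; inactive = mean below 40 and under half of replicates reaching 40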;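 also: 0% = median of neutral control wells and 100% = median of positive control wells; inhibitors cause a drop in the FAM fluorescence signal; in these data hits start at about 50%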
E-sel inducer: E-selectin induction in HUVECs, primary screen, imaging, HUVEC, immunofluorescence imaging, single point | P16581 | normalized: neutral wells 0, TNF-alpha wells 100 | activation, % at 7.58 µM | actives 0.37% (n = 260,000) | AID 686992, 2013;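 active = mean E-selectin-positive cell signal at least 10% of the positive control, reached in at least 60% of replicates, without over 20% cell loss; inconclusive = no rule given, readout overlaps actives, possibly toxicity-flagged; inactive = the rest, including those meeting only one limit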;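 also: in these data hits start at about 27%; measured in HUVEC primary endothelial cells; signal is the percent of cells scored E-selectin positive by PE staining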
Target sequence (P16581 whole entry, looked up): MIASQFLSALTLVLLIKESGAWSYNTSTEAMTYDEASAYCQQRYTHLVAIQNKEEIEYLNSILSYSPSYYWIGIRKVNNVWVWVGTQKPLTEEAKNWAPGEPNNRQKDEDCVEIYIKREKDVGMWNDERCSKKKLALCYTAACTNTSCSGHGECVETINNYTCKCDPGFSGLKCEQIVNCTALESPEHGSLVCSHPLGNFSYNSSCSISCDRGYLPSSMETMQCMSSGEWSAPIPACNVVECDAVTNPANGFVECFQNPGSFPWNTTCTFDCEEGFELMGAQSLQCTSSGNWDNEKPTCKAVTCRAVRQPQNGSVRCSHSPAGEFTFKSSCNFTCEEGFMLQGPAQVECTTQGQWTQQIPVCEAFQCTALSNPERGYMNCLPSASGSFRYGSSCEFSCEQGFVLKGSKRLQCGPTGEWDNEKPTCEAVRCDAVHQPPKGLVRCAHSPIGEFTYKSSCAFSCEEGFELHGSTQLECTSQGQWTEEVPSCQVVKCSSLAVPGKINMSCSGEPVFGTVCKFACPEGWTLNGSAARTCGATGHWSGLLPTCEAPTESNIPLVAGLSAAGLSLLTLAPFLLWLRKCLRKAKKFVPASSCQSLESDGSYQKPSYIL
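System: HUVEC, human umbilical vein endothelial cells; quantity: 3,000 cells/well; buffer or medium: EGM-2 medium, gelatin-coated wells; dosing: single-point compound dose; detection: immunofluorescence imaging; evaluation: % PE-positive cells; benchmarks: TNF-alpha, DMSO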
Xi reactivation: activators of inactive X chromosome reactivation, primary screen, imaging, XiGFP fibroblasts, GFP high-content imaging, set 2; activation, % at 7.58 µM; actives 0.055% (n = 360,000); XiGFP mouse fibroblasts, % GFP-positive cells imaging, 3 d; cells co-treated with 5-aza-dC sensitizer; scaled so ellipticine positive control = 100%; AID 743238, 2013;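 active = mean normalized replicate activation at least 10% and every replicate at or above 10%; inconclusive = only one of the two criteria met; inactive = mean below 10% and not all replicates reach 10%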;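 also: 0% = median of on-plate neutral control wells and 100% = ellipticine 6 µM median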
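Material: XiGFP fibroblasts, SV40-immortalized. Buffer or medium: DMEM plus 5-aza-dC sensitizer. Compound: single concentration per compound, delivered by pin transfer. Times: 3 days compound exposure. Controls: ellipticine 6 µM.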
EWS-Fli inh: EWS/Fli-driven NR0B1 reporter inhibitors, primary screen, A673 cells, NR0B1 luciferase, luminescence, MLPCN library | inhibition, % at 12.6 µM | viability-normalised | actives 0.67% (n = 350,000) | AID 651661, 2012;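 active = mean inhibition of at least 50% after viability correction, with every replicate also passing that limit; inconclusive = mean reaches 50% but only one of two replicates passes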;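 also: firefly luciferase signal divided by Alamar Blue viability fluorescence both relative to DMSO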
FN deposit inh: inhibitors of fibronectin matrix deposition, primary screen, AH1F cells, Alexa488-fibronectin fluorescence, plate reader; AH1F fibroblasts, overnight; inhibition, % at 12.6 µM; actives 0.086% (n = 350,000); AID 743247, 2014;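 active = mean inhibition across replicates of 30% or more, regardless of how many single replicates reach that level; inconclusive = mean under 30% yet at least half of replicates reach 30%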;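 also: positive control wells lacked labelled fibronectin entirely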
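material = AH1F fibroblast monolayer depositing Alexa488-labelled fibronectin into matrix | amount = 10000 AH1F cells/well | buffer or medium = DMEM plus 2% serum, read in PBS | incubation = 1 h cell adhesion before compound, then overnight fibronectin incubation | detection = fluorescence at 485 nm excitation, 525 nm emission | evaluation = percent inhibition as loss of matrix-bound fibronectin fluorescence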
esBAF inh: Bmi1 luciferase reporter increase in mESCs, primary screen, esBAF inhibitor project, mouse ES cells, Bmi1 luciferase knock-in, single point; 24 h; 100% = twice the neutral-well signal; actives 2% (n = 350,000); AID 602393, 2012; reporter increase, % at 12.5 µM; in the data active = activation above about 40%; inconclusive = no clear call, values can overlap the other calls;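 also: 0% = median of the plate's neutral control wells and 100% = double that signal; a rise in the Bmi1 reporter signal indicates esBAF inhibition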
S100A4 inh HTS: inhibitors of S100A4-myosin IIA peptide binding, primary screen, biochemical, fluorescence polarization, TAMRA-MyoIIA peptide; Protein S100-A4 (Homo sapiens), P26447; inhibition, % at 10.7 µM; actives 0.14% (n = 360,000); AID 652163, 2013;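 active = mean inhibition of at least 70% across replicates, with every replicate also reaching that level; inconclusive = mean inhibition reaches 70% but some replicates fall short; inactive = mean inhibition below 70%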
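Compound dosing: one dose per compound; test system: human S100A4 monomer with TAMRA-labelled myosin IIA peptide; probe or stimulus: TAMRA-labelled myosin IIA heavy-chain peptide probe, 5 nM; medium: HEPES buffer with Ca2+, pH 7.2; schedule: 5 min incubation before reading; benchmarks: neutral control DMSO, positive control TFP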
RAD52 anneal inh: RAD52 DNA annealing inhibitors, primary screen, biochemical, FRET, single point, set 2. DNA repair protein RAD52 homolog (Homo sapiens), P43351. recombinant RAD52 DNA annealing, FRET fluorescence. inhibition, % at 18.7 µM. actives 0.46% (n = 360,000);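 active = every replicate showing at least 50% inhibition; inconclusive = mean inhibition at least 50% but not in every replicate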
Target sequence (P43351 whole entry, looked up): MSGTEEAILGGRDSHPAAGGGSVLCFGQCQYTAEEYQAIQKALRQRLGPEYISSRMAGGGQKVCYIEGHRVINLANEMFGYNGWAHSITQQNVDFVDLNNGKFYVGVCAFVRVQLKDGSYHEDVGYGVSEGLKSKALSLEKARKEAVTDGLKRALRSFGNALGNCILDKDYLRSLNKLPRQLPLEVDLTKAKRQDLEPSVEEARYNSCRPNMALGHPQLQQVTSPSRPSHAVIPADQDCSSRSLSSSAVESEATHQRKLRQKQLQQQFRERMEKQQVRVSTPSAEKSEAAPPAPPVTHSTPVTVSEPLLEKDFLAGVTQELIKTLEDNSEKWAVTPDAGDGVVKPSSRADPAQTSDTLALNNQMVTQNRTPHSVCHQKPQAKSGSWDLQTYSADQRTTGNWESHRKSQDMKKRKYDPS
An asterisk follows results filed as active; ? = inconclusive; . = no result given; & = joins results of further samples.

SMILES	RAD54 inh	E-sel inducer	Xi reactivation	EWS-Fli inh	FN deposit inh	esBAF inh	S100A4 inh HTS	RAD52 anneal inh
O=C(C[C@@H]1C[C@H]2c3cc(NS(=O)(=O)c4ccc(F)cc4)ccc3O[C@H]2[C@H](CO)O1)NCc1ccc(-c2ccccc2)cc1	-1	-0.3	0.3	56*	6	-39	-1	2
C[C@@H]1CN([C@@H](C)CO)C(=O)c2cccc(N(C)C)c2O[C@@H]1CN(C)Cc1ccc(Cl)c(Cl)c1	5	-0.1	-1.0	5	6	8	9	6
Cc1ccc(S(=O)(=O)Nc2cccc(C(=O)NCC(c3ccco3)N(C)C)c2)cc1F (configuration not stated)	.	-0.5	0.3	4	-2	.	-2	-25
O=C1CN(C(=O)COC(=O)c2cccs2)c2ccccc2N1	2	80*	0.2	2	-1	6	-4	-13
COCCNC(=O)/C(C#N)=C/c1cc(C(C)C)c(OC)cc1C	.	.	0.0	-3	2	.	-1	-7
Cc1ccc(Cn2c(C(C)Nc3nc(-c4ccc(F)cc4)cs3)nc3cc(Cl)c(Cl)cc32)cc1 (configuration not stated)	4	0.1	0.0	1	-7	0	-2	-35
O=C(NC1CC1)c1cccc2c1C(=O)c1ccc(N3CCC(Cc4ccccc4)CC3)cc1S2(=O)=O	-25	-0.1	0.0	20	-18	3	1	-155
CCN(CC)CCNC(=O)/C(=C/c1cn(CC)c2ccccc12)NC(=O)c1cc(OC)c(OC)c(OC)c1	.	-0.3	1.5	18	2	.	1	-8
O=C(NCc1ccc2c(c1)OCO2)NC12CC3CC(CC(C3)C1)C2	-6	0.1	0.0	15	3	-2	-2	-15
COc1ccc2nc(NC(=O)c3cccs3)sc2c1	-12	1.1	0.0	11	-4	?	-1	-5
COc1cc(O)sc1C=Nc1ccc(Cl)cc1	-2	0.3	0.0	-27	4	55*	4	-19
O=C(NC1CCN(S(=O)(=O)c2cccc(F)c2)CC1)c1cccc(F)c1	0	0.0	0.0	-12	2	-8	-1	1
COc1ccc(C(=O)NC(C)c2ccccc2)cc1Br (configuration not stated)	.	.	0.4	4	-7	.	-5	-6
O=C(c1ccco1)N(CCC(c1ccccc1)c1ccco1)Cc1ccccc1 (configuration not stated)	.	.	0.5	-2	-6	.	-5	-63
COc1ccc(CN2C[C@]3(CO)O[C@@H](CO)C[C@@H]3S2(=O)=O)cc1	-12	-0.1	0.1	5	8	-1	-3	-12
COc1ccc(S(=O)(=O)Nc2ccc3c(c2)CC(=O)N([C@H](C)CO)C[C@@H](C)[C@H](CN(C)S(=O)(=O)c2ccccc2)O3)cc1	0	-0.5	-0.7	0	.	1	.	.
CCOP(=O)(OCC)C(NC(=O)Nc1ccc(C)c(Cl)c1)c1ccccc1 (configuration not stated)	.	.	0.1	-30	-20	.	-4	-11
Cc1ccc(S(=O)(=O)N[C@H]2CC[C@@H](CCNC(=O)C3CCCCC3)O[C@H]2CO)cc1	-6	0.3	-0.2	-5	.	4	5	-9
C/C(=N/NC(=O)CNC(=O)C(c1ccccc1)c1ccccc1)c1ccco1	.	.	0.1	0	-13	.	1	-5
CCOc1ccccc1CNC(=O)C1CCN(c2nnc(C)c3c(C)n(-c4ccc(C)cc4)nc23)CC1	1	-0.1	0.0	59*	-7	-47	-6	-52
CCCNC(=O)N1C[C@H](C)[C@@H](OC)CN(C)C(=O)c2ccc(NC(=O)C3CCC3)cc2OC[C@@H]1C	.	-0.4	0.2	-6	-2	.	-3	23
CNCC(=O)N1CCN(c2ncc(C(F)(F)F)cc2Cl)CC1	.	4.4	-0.1	0	6	.	-1	-10
CO[C@@H]1CC[C@H]2CCN(C)C(=O)C[C@H](c3ccccc3)CN(C)C(=O)c3cccc(C#N)c3OC[C@H]1O2	2	-0.1	0.2	5	-2	0	9	-10
COC(C)(C)[C@H](O)COc1c2ccoc2cc2oc(=O)ccc12	9	0.0	0.0	4	-5	-10	2	0
CC(=O)Nc1ccc(C(=O)NCCN2CCOCC2)cc1	-5	-0.1	-0.1	1	3	-1	-3	11
(continued)
SMILES	RAD54 inh	E-sel inducer	Xi reactivation	EWS-Fli inh	FN deposit inh	esBAF inh	S100A4 inh HTS	RAD52 anneal inh
Cc1ccc(N)cc1NC(=O)CN1CCOCC1	10	.	0.0	15	0	-3	0	-7
Cc1cc(CNC(=O)c2cc(COc3c(F)cccc3F)on2)nn1C	.	.	0.0	-8	9	.	2	4
COc1cc(NC(=O)C2(C)CCCN2C(=O)C(C)C)cc(OC)c1OC (configuration not stated)	13	-0.1	0.3	3	6	-9	-20	-16
C[C@H]1CN([C@@H](C)CO)C(=O)CCCn2nncc2CO[C@H]1CN(C)S(C)(=O)=O	-5&-1&-2	0.0&-0.1	0.0&-0.1	-13&3&-2	2&-1	-8&4&1	0&3&-2	-9&6&-5
Cc1ccccc1C(=O)Nc1ccccc1N1CCCCC1	.	0.2	0.0	13	-3	.	-3	7
COc1ccccc1C(=O)NNC(=O)C(=O)NC(C)C	.	.	0.0	16	6	.	-4	-4
CC(NC(=O)c1ccc(-c2ccccc2)cc1)C(c1ccccc1)N1CCOCC1 (configuration not stated)	-1	0.2	-0.1	-4	-3	-2	-9	-14
O=C(C1CCCO1)N(c1cccc(Cl)c1)C1C=CS(=O)(=O)C1 (configuration not stated)	.	.	.	-30	.	18	-1	-17
N#C[C@@H]1[C@@H](c2ccccc2C2=CCCC2)[C@H](CO)N1C(=O)C1CCOCC1	.	-0.1	0.0	-11	0	.	2	10
N#Cc1ccccc1NC(=O)CSc1cn[nH]n1	2	0.0	0.4	1	1	1	-2	-10
C[C@@H]1CN([C@H](C)CO)C(=O)c2cc(NC(=O)C3CCCCC3)ccc2O[C@@H]1CN(C)C(=O)Nc1ccc(F)cc1	4	-2.3	-0.8	-7	.	-2	2	13
C[C@@H]1CN([C@@H](C)CO)C(=O)c2cc(NC(=O)Nc3ccc(C(F)(F)F)cc3)ccc2O[C@@H]1CN(C)Cc1ccc(Cl)c(Cl)c1	2	15	0.0	-1	15	6	-21	-11
CNC(=O)C[C@@H]1CC[C@@H]2[C@H](COc3ccc(NC(=O)c4ccc5c(c4)OCO5)cc3C(=O)N2C)O1	-8	0.0	0.1	0	-4	-8	.	.
CN(C)CCN(C(=O)c1ccc(S(=O)(=O)N(C)c2ccccc2)cc1)c1nc2cc3c(cc2s1)OCCO3	23	2.6	?	-46	6	.	-1	-5
CO[C@H]1CN(C)C(=O)c2cc(C#N)ccc2OC[C@H]2O[C@H](CC[C@H]2OC)CCN(C)C(=O)[C@H]1C	-14	0.0	0.2	-5	1	11	8	20
Cc1ccc(S(=O)(=O)NCC[C@H]2CC[C@@H](NC(=O)c3ccccn3)[C@@H](CO)O2)cc1	7	-0.5	0.0	5	.	-3	3	-18
CCCNC(=O)Nc1ccc2c(c1)OC[C@H](C)N(CC1CCCC1)C[C@@H](C)[C@@H](OC)CN(C)C2=O	5	-0.2	-0.4	1	-12	2	2	1
C(=C\c1ccccc1)/CN1CCN(C(CCc2ccccc2)c2nnnn2-c2ccc3c(c2)OCCO3)CC1 (configuration not stated)	10	0.1	-0.1	25	10	-4	6	-6
COc1ccccc1C(=O)N(NC(=O)Oc1ccccc1)C(C)(C)C	-1	-0.4	-0.1	2	0	.	3	6
COc1ccc(NC(=O)C(NC(=O)CC2NC(=O)NC2=O)c2ccccc2)cc1 (configuration not stated)	.	.	0.0	5	1	.	4	-2
COc1cccc(CN2[C@@H](CO)[C@@H]3c4ccccc4N(C(=O)c4ccncc4)C[C@@H]32)c1	-9	-0.4	0.2	-2	.	0	10	7
Cc1ccccc1S(=O)(=O)NCC[C@H]1CC[C@H](NC(=O)Nc2cccc(Cl)c2)[C@@H](CO)O1	-12	0.2	0.1	6	3	1	6	7
Cc1ccc(C(C)(O)CS(=O)(=O)Cc2ccccc2Cl)cc1 (configuration not stated)	-2	-0.3	0.1	9	-3	3	1	1
C[C@H](CO)N1C[C@H](C)[C@@H](CN(C)Cc2ccccc2F)Oc2cc(C#CCN(C)C)ccc2S1(=O)=O	1	0.5	-1.3	16	.	-2	-23	8
CCc1cc(=O)oc2c3c(cc(OCC(=O)NCCCn4ccnc4)c12)OC(C)(C)CC3	4	.	.	29	.	13	2	-8
Going on with the list.
SMILES	RAD54 inh	E-sel inducer	Xi reactivation	EWS-Fli inh	FN deposit inh	esBAF inh	S100A4 inh HTS	RAD52 anneal inh
C=CCN1C(=O)C(Cc2ccc(SC(F)F)cc2)SC1=Nc1ccc(C(=O)O)cc1 (configuration not stated)	-3	4.3	0.4	14	-13	-8	52	-10
O=C(COC(=O)/C=C/c1cccc(Cl)c1)NC1CC1	-5	0.0	0.0	3	1	2	-1	-12
CCC(=O)Nc1ccc2c(c1)OC[C@@H](C)N(Cc1ccc(-c3ccccn3)cc1)C[C@@H](C)[C@H](OC)CN(C)C2=O	0	0.1	0.0	4	-4	-1	0	6
CCOc1ccc(CCNC(=O)CSCc2ccc(C)cc2)cc1OCC	.	-0.2	0.0	1	3	.	-3	-3
CCOc1ccc(NC(=O)NCCN2CCN(c3cccc(C)c3C)CC2)cc1	-10	.	0.0	21	-1	6	-4	-11
Cc1ccc(S(=O)(=O)N(C)C[C@H]2Oc3ccc(NC(=O)c4ccncc4)cc3C(=O)N([C@@H](C)CO)C[C@@H]2C)cc1	-19	1.1	0.1	-2	.	2	-7	7
C=CCNC(=O)COc1coc(CN2CCN(Cc3ccccc3)CC2)cc1=O	-5	.	0.0	2	9	-5	-2	-16
CC(C)NC(=O)Nc1ccc2c(c1)C(=O)N([C@@H](C)CO)C[C@@H](C)[C@H](CN(C)Cc1ccc(-c3ccccc3)cc1)O2	21	0.8	0.0	.	.	-2	-1	-2

Profiles as entered above. Order of screens: RAD54 inh, E-sel inducer, Xi reactivation, EWS-Fli inh, FN deposit inh, esBAF inh, S100A4 inh HTS, RAD52 anneal inh
`CCC(=O)Nc1ccc2c(c1)OC[C@@H](C)N(Cc1ccc(-c3ccccn3)cc1)C[C@@H](C)[C@H](OC)CN(C)C2=O` in the list: 0, 0.1, 0.0, 4, -4, -1, 0, 6
`CC(C)NC(=O)Nc1ccc2c(c1)C(=O)N([C@@H](C)CO)C[C@@H](C)[C@H](CN(C)Cc1ccc(-c3ccccc3)cc1)O2` in the list: 21, 0.8, 0.0, ., ., -2, -1, -2
`CCOc1ccc(CCNC(=O)CSCc2ccc(C)cc2)cc1OCC` in the list: ., -0.2, 0.0, 1, 3, ., -3, -3
